Screening results deposited in PubChem by National Center for Advancing Translational Sciences (NCATS).
KB-V1 MDR tox: qHTS assay for MDR1-selective chemotherapeutics: Primary screen using the drug-selected MDR subline cells KB-V1; KB-V1 MDR cells viability, CellTiter-Glo, 72 h; Potency, µM (titrated, usually from 46.1 µM), inactives show at the top dose activity change, negative = cytotoxicity, usual class: cytotoxic; 3.4% of 400,000 active; AID 1347076, 2019; note: potency is the fitted concentration of half-maximal effect; % is set by controls: 0 for no effect and ±100 for the full control effect; nearly all actives have a fitted effect of over 60% in size
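KB-V1 MDR subline cells in DMEM (phenol-red free, 10% FBS) exposed to compounds in qHTS concentration series for 72 h at 37 degrees C. Viability read by CellTiter-Glo luminescence; concentration-effect curves fitted after normalization and correction.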
SW480 rereplic: A quantitative high throughput screen for small molecules that induce DNA re-replication in SW480 colon adenocarcinoma cells; SW480 DNA re-replication, Hoechst DNA content imaging, 48 h; Potency, µM (titrated, usually from 46.1 µM), for inactives: at the top dose re-replication activation, usual class: activators; 1.8% of 340,000 active; AID 624297, 2012; note: potency is the fitted concentration of half-maximal effect; % of control where 0% means no effect; nearly all actives have a fitted effect of over 55% in size
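Cells (250 per well) received 23 nL compound or DMSO by pin tool and were kept 48 hr at 37 C, 5% CO2. Nuclei were then stained with Hoechst for 40 min and scanned for DNA content.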
ATXN2 expr inh: Primary qHTS for Inhibitors of ATXN expression | Potency, µM (highest dose often 57 µM), inactives show at the highest dose activity change, negative = inhibition, hits mostly inhibitors | 0.72% of 360,000 active | HEK-293 ATXN2-luciferase reporter, luminescence, 24 h | AID 1745845, 2022; note: potency is the fitted concentration of half-maximal effect; % is set by controls: 0 for no effect and ±100 for the full control effect; nearly all actives have a fitted effect of over 55% in size
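qHTS (up to 57 uM final) was run with 24 h compound exposure of reporter cells at 37 °C. Each well was multiplexed: SteadyGlo luminescence measured ATXN2-luciferase expression after a fluorogenic Gly-Phe-AFC viability readout (25 uM final).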
IL1B secr inh: qHTS for Inhibitors of Inflammasome Signaling: IL-1-beta AlphaLISA Primary Screen. THP-1 LPS/ATP IL-1B secretion, AlphaLISA, 16 h; stronger effect = lower value. 4.7% of 360,000 active. activity change, % at 57.5 µM; in the data active = activity change below about -50%; inconclusive = mostly about -30% to -49%; note: % is set by controls: 0 for no effect and ±100 for the full control effect
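Secreted IL-1B measured by AlphaLISA bead assay after 16 h compound exposure of THP-1 cells; compounds (final up to 57.5 uM) added 1 h before LPS (250 ng/mL) and ATP (1.25 mM) stimulation; lower signal means less secretion.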
MCF10A rerep: A quantitative high throughput screen for small molecules that induce DNA re-replication in MCF 10a normal breast cells; MCF 10A DNA re-replication, Hoechst nuclear intensity, 48 h; Potency, µM (doses to about 46.1 µM), inactives show at the highest dose activity, positive = re-replication, usual class: activators; 2.9% of 350,000 active; note: potency is the fitted concentration of half-maximal effect; % of control where 0% means no effect; nearly all actives have a fitted effect of over 50% in size
ATXN viability: Viability Counterscreen for Primary qHTS for Inhibitors of ATXN expression; 0.49% of 400,000 active; Potency, µM (titrated, usually from 56.7 µM), actives largely listed as cytotoxic; S2 cells (HEK-293 line with an ATXN2-luciferase reporter) viability, CellTiter-Fluor protease fluorescence, 24 h; AID 651635, 2014; note: potency is the fitted concentration of half-maximal effect; nearly all actives have a fitted effect of over 40% in size
HT1080-NT tox: qHTS for induction of synthetic lethality in tumor cells producing 2HG: qHTS for the HT-1080-NT fibrosarcoma cell line | HT-1080-NT fibrosarcoma viability, CellTiter-Glo ATP luminescence, 48 h | Potency, µM (series often up to 46.1 µM), for the others: at the highest dose activity, negative = less viability, actives largely listed as cytotoxic | 1.6% of 360,000 active;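 note: NT is the 2HG producing partner of a matched IDH1 knockdown line; potency is the fitted concentration of half-maximal effect; 0% = DMSO-treated cells and -100% = media-only wells without cells; nearly all actives have a fitted effect of over 55% in size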
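Fibrosarcoma NT cells, 750 per well in 5% FBS RPMI, were exposed to compound for 48 hours. Viability: CellTiter-Glo luminescence.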
KB-3-1 cytotox: qHTS assay for MDR1-selective chemotherapeutics: Primary screen using the parental adenocarcinoma cell KB-3-1; KB-3-1 viability, CellTiter-Glo ATP luminescence, 72 h; Potency, µM (top dose mostly 46.1 µM), for inactives: at the highest dose activity change, negative = cytotoxic, usual class: cytotoxic; 1.4% of 400,000 active; AID 1347075, 2019; note: potency is the fitted concentration of half-maximal effect; % is set by controls: 0 for no effect and ±100 for the full control effect; nearly all actives have a fitted effect of over 60% in size
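Cytotoxicity in the drug-sensitive parental line KB-3-1 was scored as loss of CellTiter-Glo luminescence following 72 h incubation with compound. Values come from curve fitting of normalized concentration-response data.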
HT1080 IDH1KD tx: qHTS for induction of synthetic lethality in tumor cells producing 2HG: qHTS for the HT-1080-IDH1KD cell line; HT-1080 IDH1 knockdown viability, ATP luminescence, 48 h; Potency, µM (highest dose often 46.1 µM), without a hit: at the top dose activity, negative = toxicity, usual class: cytotoxic; 2% of 360,000 active; AID 686971, 2013;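 note: potency is the fitted concentration of half-maximal effect; 0% = DMSO wells and -100% = cell-free medium wells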
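CellTiter-Glo luminescence after 48 h compound exposure at 37 degrees C of IDH1-knockdown HT-1080 cells in 5% FBS RPMI. %Activity scaled between DMSO wells and cell-free media wells, with curves fitted and assigned curve classes.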
Starred values were filed as active, the others as inactive; i = inactive; ? = inconclusive; nt = not tested or not shown; & = joins results of further samples; [ ] = remark or other dose. Unless noted, calls come from the whole dose curve; as a rule, active = well fitted curve in the direction sought with a large enough effect; inconclusive = small, poorly fitted or top-dose-only effect, or another doubt; inactive = no such curve, though single readings can be large; an effect the other way counts as inactive or inconclusive. Compounds as they come; about 11% have a hit in one of these screens.

Codes: A = KB-V1 MDR tox; B = SW480 rereplic; C = ATXN2 expr inh; D = IL1B secr inh; E = MCF10A rerep; F = ATXN viability; G = HT1080-NT tox; H = KB-3-1 cytotox; I = HT1080 IDH1KD tx
COc1ccc(-c2csc3ncn(Cc4ccccc4)c(=O)c23)cc1
  A: -27%; B: 1%; C: nt; D: -10; E: ?; F: i; G: -7%; H: -1%; I: -19%
Cc1ccc(C)c(S(=O)(=O)N2CCN(CC(=O)Nc3ccc([N+](=O)[O-])cc3)CC2)c1
  A: ?; B: nt; C: -11%; D: 0; E: 10%; F: i; G: -11%; H: 19%; I: -8%
S=c1[nH]c(-c2ccccc2)cn1/N=C/c1ccccc1Br
  A: -20%; B: 1%; C: 18%; D: 6; E: 14%; F: nt; G: -2%; H: 0%; I: -2%
COc1ccccc1NS(=O)(=O)c1cccs1
  A: 2%; B: -5%; C: 7%; D: 15; E: -3%; F: i; G: 10%; H: 8%; I: -1%
CC(=O)c1ccc(N2CCN(C(=O)CCCCn3c(=O)[nH]c4ccccc4c3=O)CC2)cc1
  A: -4%; B: nt; C: 4%; D: nt; E: nt; F: i; G: nt; H: -23%; I: nt
CCn1c(SCc2cccc(C(F)(F)F)c2)nnc1-c1ccco1
  A: ?; B: -5%; C: -16%; D: -1; E: 4%; F: i; G: 7%; H: 5%; I: 0%
COCCn1c(SCC(=O)N2CCCCC2)nc2c(c1=O)SC(C)C2 (centres undefined)
  A: nt; B: 2%; C: 8%; D: -4; E: 0%; F: i; G: 9%; H: nt; I: 12%
Cc1ccc(C(=O)C(C)[n+]2cccc(C(N)=O)c2)cc1 (centres undefined)
  A: 1%; B: -1%; C: nt; D: 11; E: -4%; F: nt; G: 5%; H: 4%; I: 5%
COc1ccc(CCNC(=O)c2cn(C)c3ccc(S(=O)(=O)N(C)C)cc3c2=O)cc1OC
  A: ?; B: nt; C: -8%; D: nt; E: nt; F: i; G: nt; H: -15%; I: nt
C[C@@H]1CC[C@@]2(O[C@H](CCO)C[C@H](O)[C@H]2O)O1
  A: 6%; B: -2%; C: 13%; D: 49; E: 17%; F: i; G: -23%; H: 9%; I: 3%
COc1ccc(-c2nnn(CC(=O)N(CC(=O)NC3CCCC3)Cc3cccs3)n2)cc1OC
  A: 12µM*; B: -2%; C: -10%; D: -13; E: -1%; F: i; G: 4%; H: 10%; I: -18%
NC(=O)c1ccsc1NC(=O)COC(=O)Cc1ccccc1Cl
  A: -4%; B: -7%; C: -11%; D: -12; E: ?; F: i; G: 10%; H: 5%; I: 4%
COc1ccccc1NC(=O)c1ccc2c(c1)C(=O)N(c1ccccc1OC)C2=O
  A: -18%; B: -11%; C: -17%; D: -20; E: -3%; F: i; G: 17%; H: 13%; I: 16%
Cc1ccc(CN(C(=O)COc2ccc([N+](=O)[O-])cc2)C2CCS(=O)(=O)C2)o1 (centres undefined)
  A: 3%; B: -1%; C: 5%; D: 0; E: 4%; F: i; G: 2%; H: 11%; I: 21%
N#Cc1c2n(c(=O)[nH]c1=O)CCCCC2
  A: 25%; B: -4%; C: -8%; D: -4; E: 11%; F: i; G: -3%; H: 0%; I: -3%
COc1ccc(Cl)cc1S(=O)(=O)Nc1ccc2c(c1)n(C)c(=O)n2C
  A: 4%&-5%; B: 2%; C: 48%&3%[activator]; D: 25; E: ?; F: i; G: ?; H: ?; I: ?
O=C(c1ccccc1)c1cccn1CC(=O)N1CCCCCC1
  A: -5%; B: 3%; C: -11%; D: -6; E: -1%; F: i; G: 6%; H: -2%; I: 23%
Cc1cc(=O)[nH]c(Nc2cccc(F)c2)n1
  A: 16%; B: -2%; C: -6%; D: 15; E: ?; F: i; G: -2%; H: -3%; I: -16%
CC(C)(C)c1ccc(C(=O)NNC(=O)CCc2ccccc2)cc1
  A: 0%; B: 8%; C: 7%; D: -2; E: ?; F: i; G: 7%; H: 6%; I: 2%
COc1ccc(CN2C(=O)C(C)=C(C)C2OC)cc1 (centres undefined)
  A: -15%; B: -3%; C: 2%; D: 7; E: -4%; F: i; G: 5%; H: -10%; I: -3%
CCOc1ccc(N(C(C)C(=O)NCc2ccco2)S(C)(=O)=O)cc1 (centres undefined)
  A: -4%; B: -1%; C: 4%; D: 23; E: -7%; F: i; G: 0%; H: 6%; I: 3%
O=C(CSc1ccc(Cl)cc1)NC1=NN(c2ccccc2)C(=O)C1
  A: 21%; B: 4%; C: 1%; D: 18; E: 0%; F: i; G: -18%; H: -5%; I: -13%
COc1cccc(CN(C)C(=O)Cn2cc(C)c(=O)[nH]c2=O)c1
  A: -9%; B: ?; C: -8%; D: 11; E: ?; F: i; G: 1%; H: 5%; I: 1%
Cc1ccc(OCC(=O)N2c3ccccc3NC(=O)C2(C)C)c([N+](=O)[O-])n1
  A: -9%; B: -5%; C: -30%; D: -4; E: ?; F: i; G: 0%; H: -7%; I: 0%
Cc1nnc(NC(=O)CSc2nnc(CC(=O)Nc3ccccc3C)n2C)s1
  A: ?; B: -13%; C: 5%; D: 13; E: -5%; F: i; G: -3%; H: -3%; I: 3%
Cc1ccc(C(=O)c2oc3nc(C)cc(C)c3c2N)cc1
  A: ?; B: ?; C: -1%; D: 16; E: 9.2µM*; F: i; G: -3%; H: 5%; I: -15%
CN(CCC(=O)Nc1ccc(Cl)cc1)Cc1ccccc1
  A: 16%; B: -3%; C: -20%; D: -9; E: 1%; F: i; G: 21µM*; H: ?; I: 15µM*
CCN(CC)CCN1C(=O)C(=O)/C(=C(/O)c2c(C)[nH]c(C(=O)OC)c2C)C1c1cccnc1 (centres undefined)
  A: 7%; B: -5%; C: 4%; D: 18; E: 3%; F: i; G: 11%; H: 11%; I: 11%
CCOC(=O)CSc1nc2ccccc2c(=O)n1-c1ccc(C)cn1
  A: -15%; B: 0%; C: 7%; D: 17; E: -19%; F: i; G: 9%; H: 4%; I: 0%
O=C(NCC(F)(F)F)C1C(=O)Nc2ccccc2C(=O)N1C1CCCC1 (centres undefined)
  A: 8%; B: nt; C: nt; D: 21; E: nt; F: nt; G: 24%; H: 2%; I: 15%
CC1(C)CC(=O)NC=C(c2ccccc2)C1
  A: 2%; B: 2%; C: -2%; D: 8; E: -9%; F: i; G: 7%; H: -2%; I: 7%
O=C(Nc1ccccc1C(=O)Nc1ccc(F)cc1)c1ccco1
  A: 12%; B: ?; C: -5%; D: -8; E: -1%; F: i; G: 0%; H: 6%; I: 4%
Oc1ccc(Cl)cc1CNCC1CCCCC1
  A: -5%; B: ?; C: 3%; D: -64*; E: 16%; F: i; G: -4%; H: 0%; I: -2%
COc1ccc(C(=O)NC2CC2)cc1OC1CCN(Cc2ccccc2)CC1
  A: ?; B: ?; C: -6%; D: i; E: 8%; F: i; G: 1%; H: 6%; I: 8%
Cn1c(C(=O)NCCCN2CCN(c3cccc(Cl)c3)CC2)cc2c(=O)n(C)c3ccccc3c21
  A: 15%; B: 8%; C: -13%; D: 0; E: 15µM*; F: ?; G: 6%; H: -22%; I: 10%
CCOc1ccc(C(=O)NCCC(=O)N2CCC3(CC2)NCCc2[nH]cnc23)cc1
  A: 14%; B: -7%; C: 1%; D: -7; E: 4%; F: i; G: 16%; H: 4%; I: 0%
Cc1cc(NCc2ccccn2)n2nc(C)c(-c3ccccc3)c2n1
  A: -27%; B: ?; C: ?; D: -15; E: 6%; F: ?; G: ?; H: -23%; I: -14%
Cc1cc(NC(=O)COc2ccc(C(C)(C)C)cc2)no1
  A: ?; B: -5%; C: 24%; D: 22; E: -2%; F: i; G: -8%; H: 10%; I: 0%
COc1ccc(CCNC(=O)COC(=O)Cn2cnc3ccccc32)cc1OC
  A: 1%; B: 4%; C: -15%; D: 13; E: -6%; F: i; G: -2%; H: 6%; I: 10%
COc1cc(/C=C2\C(=O)ON=C2c2ccccc2)cc(OC)c1OC
  A: -14%; B: -5%; C: -9%; D: -117*; E: ?; F: i; G: ?; H: -13%; I: -14%
CCc1nn(-c2cc(Oc3ccccc3)nc(-c3ccccc3)n2)c(N)c1C#N
  A: 11%; B: -19%; C: -35%; D: 24; E: 0%; F: ?; G: 14%; H: -3%; I: 7%
Cc1cc(C)cc(NS(=O)(=O)c2ccc(NC(=S)NC(=O)c3ccc(Br)o3)cc2)c1
  A: 18µM*; B: 4%; C: ?; D: -8; E: -6%; F: i; G: ?; H: ?; I: ?
CC(=O)N1CCc2cc(S(=O)(=O)Nc3ccccc3N3CCN(C)CC3)ccc21
  A: 11%; B: -7%; C: 7%; D: -8; E: 11%; F: i; G: -4%; H: -5%; I: 1%
CN(C)CCN(C(=O)c1ccc(S(=O)(=O)N(C)c2ccccc2)cc1)c1nc2cc3c(cc2s1)OCO3
  A: -14%; B: -15%; C: 2%; D: 22; E: 0%; F: i; G: -9%; H: 1%; I: -1%
COc1ccc(C(=O)Nc2cccnc2)cc1
  A: -17%; B: -5%; C: 15%; D: ?; E: 1%; F: i; G: 5%; H: 2%; I: 9%

Profiles, looked up by structure:
Cc1cc(C)cc(NS(=O)(=O)c2ccc(NC(=S)NC(=O)c3ccc(Br)o3)cc2)c1 in the list: KB-V1 MDR tox: 18µM*; SW480 rereplic: 4%; ATXN2 expr inh: ?; IL1B secr inh: -8; MCF10A rerep: -6%; ATXN viability: i; HT1080-NT tox: ?; KB-3-1 cytotox: ?; HT1080 IDH1KD tx: ?
COc1cc(/C=C2\C(=O)ON=C2c2ccccc2)cc(OC)c1OC in the list: KB-V1 MDR tox: -14%; SW480 rereplic: -5%; ATXN2 expr inh: -9%; IL1B secr inh: -117*; MCF10A rerep: ?; ATXN viability: i; HT1080-NT tox: ?; KB-3-1 cytotox: -13%; HT1080 IDH1KD tx: -14%
